All columns: NCI-60 one-dose screen, growth in % after 48 h at 10 µM unless noted; 100 = growth as untreated, 0 = no growth, -100 = all killed.
OVCAR-4: OVCAR-4 ovarian cancer cells; actives 3.7% (n = 80,000)
OVCAR-8: OVCAR-8 ovarian cancer; actives 4.4% (n = 81,000); AID 1794782
SK-OV-3: SK-OV-3 ovarian cancer cells. actives 3.2% (n = 80,000)
PC-3: PC-3 prostate cancer cells; AID 1794754; actives 3.9% (n = 80,000)
OVCAR-3: OVCAR-3 ovarian cancer; actives 7% (n = 79,000); AID 1794787
DU-145: DU-145 prostate cancer; actives 4.2% (n = 81,000); AID 1794760
IGROV1: IGROV1 ovarian cancer | actives 4.7% (n = 79,000)
OVCAR-5: OVCAR-5 ovarian cancer. actives 2.9% (n = 82,000). AID 1794783
* hit, by the source's call; nt = not tested or not shown. How the source made its calls: active means growth percent below 10; inactive means the rest.

SMILES,OVCAR-4,OVCAR-8,SK-OV-3,PC-3,OVCAR-3,DU-145,IGROV1,OVCAR-5
ClCc1ccc(Cl)c(Cl)c1,106,104,106,92,114,106,95,99
C=Cc1c(C)c(O)cc2c1CC[C@@H]1C(C)(C)[C@H](O)CC[C@@]21C,93,100,103,83,108,97,115,104
Nc1nc(N)n2c(N)nnc2n1,nt,101,99,nt,nt,117,89,93
COc1ccccc1-n1c(C)nc2ccccc2c1=O,99,103,100,98,101,105,103,109
O=C(Nc1cccc(F)c1)c1c(O)[nH]c(=S)[nH]c1=O,94,97,96,90,106,92,95,98
O=C(Nc1ccc([N+](=O)[O-])cc1)C(Cl)(Cl)Cl,103,100,115,95,117,97,93,96
COC(=O)[C@@H](Cc1ccc(O)cc1)NC(=O)C(=O)c1cn(Cc2cn(Cc3ccccc3)nn2)c2ccccc12,96,103,96,91,107,107,88,83
N#Cc1ccc(O)cc1,119,102,115,105,114,113,106,119
CCCCN1CCCC[C@@H]1C(=O)N[C@H](C(=O)N(C)[C@H](C[C@@H](OC(C)=O)c1nc(C(=O)NC2CCC(C(=O)O)CC2)cs1)C(C)C)C(C)C (some centres not stated),108,99,103,100,110,109,106,102
ClCCN1CCCCCC1,104,98,113,97,108,115,102,100
Cc1ccc(/C=C/C(=O)O)cc1-c1cc2c(cc1C)C(C)(C)CCC2(C)C,80,83,85,73,96,101,92,102
Cc1ccc(OC(=O)Cc2ccccc2)cc1,108,110,nt,99,116,119,nt,113
Cc1ccc(CC(N)c2ccccc2)cc1 (configuration not stated),104,96,108,nt,102,101,95,78
O=C(O)c1[nH]c(=O)[nH]c(=O)c1F,112,82,112,96,106,97,95,104
CC1CCN(C(Cc2ccccc2)c2ccccc2)CC1 (configuration not stated),97,101,73,69,93,100,95,68
CC(C)[C@@H](C)/C=C/[C@@H](C)[C@H]1CC[C@@H]2[C@]1(C)CC[C@H]1[C@@]23OO[C@@]2(C[C@@H](O)CC[C@]12C)[C@H]1O[C@H]13,104,104,117,71,108,108,97,110
S=C=Nc1cccc(Cl)c1,99,96,103,102,126,127,99,90
C[N+]1(CC#CC[N+]2(C)CCCC2)CCCC1,105,111,98,93,102,106,105,101
O=C(CN1CCCCC1)c1ccccc1,109,98,111,103,124,127,117,116
CCC1([N+](=O)[O-])COP(N)(=O)OC1 (configuration not stated),119,109,111,97,110,114,143,95

(next part)
SMILES,OVCAR-4,OVCAR-8,SK-OV-3,PC-3,OVCAR-3,DU-145,IGROV1,OVCAR-5
Clc1ccc(COC(Cn2ccnc2)c2ccc(Cl)cc2Cl)cc1 (configuration not stated),54,52,91,21,40,72,35,nt
Cc1ccc(C(=O)O)cc1S(=O)(=O)F,106,93,87,105,107,109,100,106
CCOc1ccc(C=C(C#N)C#N)cc1OCC,117,101,104,99,113,112,104,101
CC(=O)c1cc2c(cc1C)C(C)(C)C(C)CC2(C)C (configuration not stated),110,106,89,87,111,107,105,102
CCCCCCCN(CCCl)C1c2ccccc2-c2ccccc21,70,44,83,48,71,71,76,88
Cc1cc(C(C(N)=O)c2ccccc2)ccc1N(CCCl)CCCl (configuration not stated),110,107,114,105,112,116,104,111

Assay outcomes: PubChem BioAssay, NCI

These rows are one share of the data (hit frequency here may not be typical).
